Bioassay records (PubChem BioAssay)
Phagocyt inh – blocks phagocytosis by macrophages. AID 1029. J774A.1 macrophage IgG-bead phagocytosis, imaging. hit rate 0.07% among 110,000. inhibition, % at 5 µM;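 active means inhibition above the mean of the plate negative controls plus 5 SD, cut at about 13% in these data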;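 further: phagocytic index as fraction of beads internalized from green versus red external bead signal; plate controls were DMSO negative control for no effect and cytochalasin-D positive control for full effect; some results beyond the cut were filed as inactive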
E-sel TNF inh – TNF alpha driven E-selectin expression inhibition. HUVEC TNFa-induced E-selectin immunofluorescence, high content. hit rate 0.71% among 120,000. inhibition, % at 2 µM;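 active means inhibition above the batch mean plus 3 SD, and confirmed as a hit on visual image review, cut at about 43% in these data; inconclusive means passes the inhibition cutoff but fails visual image review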;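 further: 0% = TNF-stimulated DMSO wells and 100% = unstimulated control wells; not every result past the cut was called active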
BB579 growth dn – yeast BB579 growth reduction in restrictive medium; S. cerevisiae BB579 growth, OD615, 48 h; hit rate 0.51% among 140,000; inhibition, % at 10 µM;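 active means inhibition above a set limit, 3 SD over the mean compound inhibition, cut at about 44% in these data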; further: inactives centre near -24
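Material: Saccharomyces cerevisiae DeaD strain BB579, replicative lifespan model yeast; buffer or medium: CSMM-D restrictive synthetic medium containing dextrose (glucose); compound: 10 µM single dose, DMSO 0.25%; timing: 48 h compound exposure at 30 °C after 4 h preincubation; signal: turbidity as optical density at 615 nm; benchmarks: positive control amphotericin B 10 µg/mL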
bCat KO growth – beta-catenin-lacking colon tumor cell growth suppression; viability, % at 10 µM; AID 818; hit rate 1.5% among 140,000; HCT116 beta-catenin knockout viability, CellTiter-Glo, 60 h; hits give low values;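 active means viability at or under a set limit, the compound median less 4 SD, cut at about 6% in these data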;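 further: 0% = Hyamine 1622 control at 20 µM and 100% = untreated cell control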
NPY-Y2 antag – antagonists of human neuropeptide Y receptor Y2; P49146; hit rate 0.99% among 140,000; AID 793; inhibition, % at 2.7 µM; NPY-Y2 expressing cells, antagonist mode; in the data active means inhibition above about 17%;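 further: 0% = vehicle with agonist challenge and 100% = reference antagonist with challenge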
Target sequence (P49146 whole entry, looked up): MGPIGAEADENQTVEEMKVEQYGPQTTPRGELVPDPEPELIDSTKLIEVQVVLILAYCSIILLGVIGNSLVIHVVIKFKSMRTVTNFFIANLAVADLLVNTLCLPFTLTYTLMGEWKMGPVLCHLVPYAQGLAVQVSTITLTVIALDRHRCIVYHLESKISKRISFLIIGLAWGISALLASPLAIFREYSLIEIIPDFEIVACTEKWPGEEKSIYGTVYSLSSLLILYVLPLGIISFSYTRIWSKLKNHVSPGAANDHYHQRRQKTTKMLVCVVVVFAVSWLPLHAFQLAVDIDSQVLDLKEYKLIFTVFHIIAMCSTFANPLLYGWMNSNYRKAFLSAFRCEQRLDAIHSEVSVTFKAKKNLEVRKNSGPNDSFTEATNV
PTEN del growth – PTEN-deleted cell growth suppression | HCT116 PTEN-null viability, CellTiter-Glo, 60 h; hits give low values | viability, % at 10 µM | hit rate 1.2% among 140,000;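 active means viability at or below a set limit, 4 SD under the median of all tested compounds, cut at about 3.7% in these data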;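 further: PTEN knockout HCT116 line with beta catenin targeted HCT116 as companion control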
GALR2 antag – blocks the human galanin receptor 2; O43603; GALR2-expressing cells, antagonist mode; inhibition, % at 4 µM; hit rate 0.39% among 140,000; AID 828; in the data active means inhibition above about 27%;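 further: cells stimulated with galanin 1-16 at roughly its EC80; 0% = agonist challenge control and 100% = basal control without agonist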
Target sequence (O43603 whole entry, looked up): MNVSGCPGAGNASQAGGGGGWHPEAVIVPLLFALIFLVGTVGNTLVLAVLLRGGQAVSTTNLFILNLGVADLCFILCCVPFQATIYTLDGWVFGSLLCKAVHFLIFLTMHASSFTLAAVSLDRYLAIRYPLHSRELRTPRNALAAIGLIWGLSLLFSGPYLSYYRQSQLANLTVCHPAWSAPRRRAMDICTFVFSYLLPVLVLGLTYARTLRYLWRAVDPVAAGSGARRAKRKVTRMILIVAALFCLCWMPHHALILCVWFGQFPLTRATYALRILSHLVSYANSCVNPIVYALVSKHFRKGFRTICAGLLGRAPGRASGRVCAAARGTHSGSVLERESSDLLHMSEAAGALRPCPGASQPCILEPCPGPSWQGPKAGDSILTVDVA
Measles CPE – protection of cells from measles virus; protection (pct of control), % at 4 µM; Measles virus-infected cells, CPE protection, absorbance; hit rate 1.5% among 140,000; in the data active means protection mostly above about 24%, no sharp cut-off; inactive means mostly below about 26%; further: some compounds called inactive have numbers as strong as hits
MRP-1 activ – activates MRP-1; H69AR cells + doxorubicin, viability rescue, CellTiter-Glo; viability increase, % at 10 µM; hit rate 0.61% among 140,000;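 active means viability gain under doxorubicin at or above a set limit, the compound median plus 3 SD, cut at about 4.7% in these data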;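 further: MRP-1 overexpressing cells given doxorubicin 25 µM after compound pretreatment; 18-22 h compound pretreatment then 72 h with doxorubicin before readout; 0% = doxorubicin-only wells and 100% = vehicle-treated cells without doxorubicin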
Yeast lifespan up – yeast lifespan extension; S. cerevisiae growth with nicotinamide, OD615; deaD strain in restrictive glucose medium; inhibition of the nicotinamide effect, % at 10 µM; hit rate 0.68% among 130,000; AID 775;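 active means inhibition above a set limit, placed 3 SD over the median of all compounds, cut at about 26% in these data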;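 further: 0% = nicotinamide-treated wells and 100% = cells grown without nicotinamide; some compounds called inactive have numbers as strong as hits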
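System: DeaD-strain S. cerevisiae / Buffer or medium: CSMM-D, restrictive glucose (dextrose) synthetic minimal medium / Probe or stimulus: nicotinamide, 1.5 mM, co-present with compound / Compound: one concentration, 10 µM, DMSO 0.25% / Incubation: 48 h compound exposure at 30 °C, humidified / Technique: optical density (absorbance) at 615 nm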
* = called active by the depositor; ? = inconclusive; / = no result given; [ ] = remark or other dose. This is a random part of the collection; any-hit rate near 6.2%.

SMILES | Phagocyt inh | E-sel TNF inh | BB579 growth dn | bCat KO growth | NPY-Y2 antag | PTEN del growth | GALR2 antag | Measles CPE | MRP-1 activ | Yeast lifespan up
COc1ccc2c(c1)[nH]c1c(=O)n(CCCn3ccnc3)cnc12 | / | 6.1 | -13.9 | 89.7 | 0.7 | 93.0 | -19.9 | 28.2 | -3.0 | -0.1
NC(=O)C[C@@H]1N[C@]2(C(=O)Nc3ccccc32)[C@@H]2C(=O)N(c3cc(C(F)(F)F)ccc3Cl)C(=O)[C@H]12 | -0.6 | -12.2 | -27.4 | 80.3 | 2.0 | 93.4 | -2.1 | 6.4 | -1.2 | -9.2
CCC(C)[C@H](NC(=O)Nc1cccc(Cl)c1)C(=O)O (stereo not given in full) | -0.2 | -8.9 | -7.5 | 96.4 | 5.2 | 103.9 | -1.3 | 5.5 | -2.4 | -8.4
Cc1nn(Cc2ccc(C(=O)N3CCOCC3)o2)c(C)c1Br | -4.0 | -7.2 | -2.2 | 87.2 | 0.3 | 86.5 | 6.6 | 8.1 | -2.9 | 0.5
CSCC[C@H](NC(=O)OC(C)(C)C)c1nnc(SCC(=O)Nc2ccc(C)cc2C)o1 | -2.1 | / | 0.9 | 101.3 | 0.7 | 100.0 | -3.7 | 14.0 | -1.2 | -4.8
COc1cc(C(=O)O/N=C(\N)c2ccncc2)cc(OC)c1OC | -0.9 | -59.9 | -45.9 | 97.6 | 3.2 | 99.2 | 6.1 | 1.3 | -4.3 | -19.1
O=S(=O)(N1CCOCC1)N1CCN(c2ccccc2F)CC1 | -0.5 | ? | -15.3 | 95.8 | -0.2 | 101.0 | -7.0 | 6.7 | -0.1 | -16.6
CCCCCOC(=O)C1[C@H]2C(=O)N(c3ccccc3CC)C[C@]23C=C[C@H]1O3 (stereo not given in full) | -0.5 | -11.4 | -52.7 | 79.4 | -2.8 | 83.4 | -5.5 | 7.2 | -3.2 | -15.3
CCc1cccc(CC)c1NC(=O)COC(=O)c1cccc(-c2ccc(OC(C)=O)cc2)c1 | -8.8 | 73.7* | -43.7 | 92.0 | 3.2 | 90.0 | -10.0 | 1.3 | 1.8 | 10.7
O=C(Cc1ccccc1)Nc1ccccc1C(=O)O | 0.7 | 13.8 | -2.4 | 95.1 | 5.3 | 84.2 | 0.2 | 1.9 | 0.2 | -3.8
COc1ccccc1NC(=O)CN(c1ccc([N+](=O)[O-])cc1)S(=O)(=O)c1ccccc1 | -4.8 | / | -9.9 | 73.4 | 3.5 | 74.2 | -0.5 | 23.1 | -0.4 | 0.8
COc1ccc(NC(=O)c2ccc(CNc3c(NC4CCCCC4)c(=O)c3=O)cc2)c(OC)c1 | -0.6 | -16.1 | -31.1 | 90.9 | -0.2 | 108.9 | -1.0 | 18.6 | -0.3 | -5.5
CC1SCC(=O)N(CC(=O)NCc2ccccc2)C1=O (stereo not given) | -9.7 | / | -15.0 | 94.3 | 0.4 | 95.5 | -5.6 | 13.2 | 1.2 | -3.6
COc1ccc(S(=O)(=O)N2CCC(C(=O)N3CCCCC3)CC2)cc1OC | / | / | -37.3 | 87.2 | 2.1 | 83.3 | -8.1 | 6.1 | 0.9 | 6.3
COc1ccc(C(=O)n2nc(C)c(Br)c2C)cc1 | 0.2 | 4.1 | 4.9 | 102.3 | 1.7 | 98.1 | -4.1 | 14.8 | 0.3 | -3.7
COc1cccc(-c2nc(CSCC(=O)NCC3CCCO3)c(C)o2)c1 (stereo not given) | -0.5 | -13.6 | -10.3 | 85.5 | -1.9 | 87.2 | -6.4 | 8.7 | 0.7 | -9.3
Cc1cccc(OCCC(=O)Nc2c(C)n(C)n(-c3ccccc3)c2=O)c1 | 3.0 | / | -34.9 | 90.0 | 0.6 | 86.2 | 3.4 | 18.0 | -1.1 | -14.4
Cc1ccsc1-c1nc(CSCC(=O)N2CCN(c3ccccc3)CC2)c(C)o1 | -0.5 | -12.2 | -49.1 | 51.5 | 4.7 | 55.2 | -8.5 | 8.5 | -0.9 | -10.8
COc1ccc(NC(=O)c2ccco2)cc1NC(=O)c1cccc(OC(C)C)c1 | / | / | 4.4 | 71.8 | 5.6 | 62.2 | -2.3 | 23.2 | -3.2 | -8.3
Cc1ccc(-n2c(SCC(=O)Nc3ccc4c(c3)OCO4)nnc2-c2cccs2)cc1 | 0.0 | -8.9 | -32.3 | 102.2 | 5.4 | 98.5 | -12.3 | 23.4 | -0.9 | -10.2
O=C(NC1CCCCCCC1)c1ccc(CNc2c(N3CCOCC3)c(=O)c2=O)cc1 | -0.4 | -26.9 | 2.4 | 90.5 | -1.1 | 101.1 | 8.0 | 3.5 | -1.3 | -6.3
Cc1cc(C)cc(C(=O)N2CCCCCC2)c1 | -1.1 | 9.4 | -37.2 | 80.2 | 3.6 | 86.3 | -3.0 | 13.5 | -0.6 | -3.3
COc1ccc(C(=O)c2oc3ccccc3c2NC(C)=O)cc1 | 1.3 | -21.8 | -12.1 | 92.0 | 3.1 | 100.4 | 4.3 | 11.0 | 1.0 | -11.2
COc1ccc(NS(=O)(=O)c2cc(C(=O)O)ccc2C)cc1 | 2.2 | 20.4 | -6.1 | 88.5 | 2.6 | 96.3 | 1.8 | 3.4 | -1.3 | -15.6
Cc1cc(=O)[nH]c(SC/C=C/c2ccccc2)n1 | / | -17.0 | -70.5 | 93.5 | 8.7 | 104.1 | 6.2 | 12.5 | / | -10.8
COc1ccc(-n2c(=O)[nH]cc(C(=O)Nc3ccccc3)c2=O)cc1 | -0.7 | / | 18.4 | 102.5 | 1.6 | 105.0 | -7.2 | 2.3 | 2.4 | -11.0
CC(C)c1ccc(C2NC(=S)NC3=C2C(=O)CC(C)(C)C3)cc1 (stereo not given) | -6.7 | 9.8 | -9.3 | 71.2 | -1.0 | 89.5 | -2.5 | 5.0 | 3.6 | 3.4
CCOC(=O)CSc1cccc2cccnc12 | / | -8.1 | -4.7 | 6.0* | 1.9 | 2.7* | 19.7 | 10.5 | -4.8 | -3.6
Cc1cc(C)n(-c2nc3ccccc3nc2N2CCN(S(=O)(=O)c3ccc4ccccc4c3)CC2)n1 | -0.7 | -6.6 | -27.1 | 67.9 | 5.3 | 72.0 | -11.9 | 6.1 | 0.2 | -13.0
O=C1c2ccccc2S(=O)(=O)N1CC1CC(c2ccccc2Cl)=NO1 (stereo not given) | -1.3 | 14.7 | -50.0 | 94.9 | 1.3 | 97.1 | -6.7 | 3.1 | -1.1 | 7.2
C/C(=N\Nc1nc(-c2cc(C)ccc2C)cs1)c1cc2ccccc2oc1=O | -5.7 | / | -40.1 | 85.6 | 12.0 | 94.8 | -6.7 | 3.5 | -3.2 | 1.2
CC(C)(C)OC(=O)N1CCC[C@H]1c1nnc(SCc2c(Cl)cccc2Cl)o1 | 2.0 | / | -4.9 | 83.6 | 6.5 | 83.2 | -3.7 | 17.7 | -3.0 | -4.9
Cc1nnc(SCC(=O)NCc2ccc(Cl)cc2)[nH]c1=O | -0.4 | -23.5 | -42.6 | 88.0 | 4.3 | 95.1 | 11.1 | 14.7 | -0.9 | -7.3
CC12C(=O)N(CCC(=O)O)C(=O)C1C1C=CC2C1 (stereo not given) | 0.6 | -29.9 | 17.0 | 100.9 | 2.0 | 99.4 | -3.2 | 20.1 | -0.8 | -11.4
Cc1ocnc1C(=O)Nc1ccc(Cl)cc1 | / | / | -50.0 | 94.0 | 0.5 | 92.9 | -6.8 | 13.9 | 0.1 | -29.2
COCCCNC(=O)c1c(N)n(-c2ccc(S(N)(=O)=O)cc2)c2nc3ccccc3nc12 | -1.7 | -6.4 | -34.6 | 109.7 | -0.5 | 98.7 | 3.8 | 2.9 | -1.8 | -8.5
CCOc1ccc(NC(=O)CSc2nc3c(c(=O)n2C)SC(C)C3)cc1 (stereo not given) | -1.7 | 2.7 | 31.5 | 89.8 | 2.3 | 88.2 | 6.7 | 11.0 | -2.0 | 0.7
CCOc1ccccc1NC(=O)/C(C#N)=C/c1c(C)nn(-c2ccccc2)c1Cl | -7.5 | / | -21.8 | 86.5 | -1.1 | 94.7 | 8.9 | 11.0 | -3.5 | -2.3
COC(=O)Cn1c(=O)cnc2ccccc21 | -1.7 | -19.1 | -13.8 | 98.1 | 1.5 | 107.8 | 3.5 | 7.7 | 1.7 | -3.5
CCS(=O)(=O)c1ccc2c(c1)N(S(=O)(=O)c1ccc(OC)cc1)CC(C(=O)O)O2 (stereo not given) | / | 12.9 | -16.8 | 84.5 | 1.9 | 95.1 | 1.9 | 8.8 | -2.3 | -10.1

Just E-sel TNF inh, MRP-1 activ and bCat KO growth, for 2 of the compounds above:
Molecule,E-sel TNF inh,MRP-1 activ,bCat KO growth
COC(=O)Cn1c(=O)cnc2ccccc21,-19.1,1.7,98.1
CCS(=O)(=O)c1ccc2c(c1)N(S(=O)(=O)c1ccc(OC)cc1)CC(C(=O)O)O2 (stereo not given),12.9,-2.3,84.5

Next records follow:
SMILES | Phagocyt inh | E-sel TNF inh | BB579 growth dn | bCat KO growth | NPY-Y2 antag | PTEN del growth | GALR2 antag | Measles CPE | MRP-1 activ | Yeast lifespan up
N#Cc1c(/N=C/c2ccco2)sc2c1CCCCC2 | 1.4 | 7.1 | -11.5 | 81.5 | 1.4 | 100.0 | 14.4 | 4.6 | -4.0 | -28.1
O=C(c1ccc(Cl)c(S(=O)(=O)NCc2ccco2)c1)N1CCN(c2ccc(F)cc2)CC1 | -0.9 | 13.1 | -20.0 | 82.4 | 0.9 | 86.3 | -5.7 | 6.8 | -0.2 | -10.8
COCCNCCCCOc1ccc(C)cc1[N+](=O)[O-] | -10.4 | 4.4 | -37.0 | 86.0 | 3.5 | 87.1 | 6.8 | 5.1 | -1.9 | 6.9
COc1ccccc1Nc1nc(C2(C)CCC(=O)O2)cs1 (stereo not given) | 0.3 | / | -31.2 | 89.9 | -0.5 | 102.7 | 3.3 | 19.0 | -1.3 | -19.2
c1ccc(Oc2nnc(-c3cccs3)c3ccccc23)cc1 | -1.2 | / | -2.9 | 90.8 | 3.6 | 95.5 | 17.2 | 3.2 | 2.2 | -1.4
O=C(NC1CCCCC1)C(c1ccncc1)N(Cc1ccc2c(c1)OCO2)C(=O)C(F)(F)F (stereo not given) | / | -18.4 | -23.6 | 86.4 | 9.0 | 80.7 | 5.4 | 3.8 | -3.2 | /
O=C(Nc1nnc(SCC(=O)N2CCOCC2)s1)c1ccccc1Cl | 36.8*[artifact] | / | -32.1 | 89.3 | 0.8 | 82.9 | -1.6 | 3.4 | -2.7 | -10.3
CCC(C)C1C(C#N)=C(N)OC2=C1C(=O)CC(C)(C)C2 (stereo not given) | / | 8.8 | -31.7 | 86.7 | 1.9 | 87.6 | -9.3 | 13.6 | -2.6 | 4.8
C=CCN=C1CC(C)(C)CC(=O)/C1=C(\O)c1ccccc1 | / | -31.4 | -37.4 | 100.9 | 2.1 | 103.6 | -6.2 | 13.2 | -1.6 | -0.5
CC(C)c1ccc(C(=O)CSc2ncn[nH]2)cc1 | -2.4 | 20.9 | -3.5 | 95.0 | 1.1 | 93.2 | 2.3 | 11.9 | 6.6* | -3.8
